ROS inducer = ROS inducers in U2OS cancer cells, primary screen, cell-based, H2DCF-DA fluorescence | U2OS ROS induction | ROS induction (% of piperlongumine), % at 10 µM | 46,000 compounds, 2% hits | AID 624156, 2012; in the data active means ROS induction above about 79%, passing the limit was not always enough; inconclusive means no clear call, values can overlap the other calls;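 further: 0% = DMSO vehicle median and 100% = reference compound median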
Starred values were filed as active, the others as inactive; ? = inconclusive. An excerpt; the hit share may differ from the screen's.

| structure | ROS inducer |
| --- | --- |
| COc1ccc([N+](=O)[O-])cc1NC(=O)C(C)N(c1ccc(C)cc1)S(C)(=O)=O (centres undefined) | -4 |
| N#CCCSCc1ccc2oc(C(=O)O)cc2c1 | -4 |
| COc1ccc(NC(=O)N(C)C[C@H]2Oc3ccc(NC(=O)NC(C)C)cc3CC(=O)N([C@H](C)CO)C[C@H]2C)cc1 | 0 |
| CC(=O)Nc1ccc(NC(=O)CN(c2cc(C(F)(F)F)ccc2Cl)S(C)(=O)=O)cc1 | -6 |
| C[C@H]1CN([C@@H](C)CO)C(=O)CCCn2cc(nn2)CO[C@H]1CN(C)C(=O)Nc1cccc(F)c1 | -5 |
| C[C@@H]1CN([C@@H](C)CO)C(=O)c2cccc(NC(=O)C3CCOCC3)c2O[C@H]1CN(C)Cc1ccc(-c2ccccc2)cc1 | 58 |
| Cc1ccc(/C=N/N2CCN(Cc3ccccc3)CC2)cc1 | -10 |
| COc1ccc(NC(=O)Nc2cccc3c2O[C@@H](CN(C)C(=O)NC2CCCCC2)[C@H](C)CN([C@H](C)CO)C3=O)cc1 | -6 |
| COc1ccc(CN(C)C[C@@H]2Oc3ccc(NC(=O)C4CCCCC4)cc3C(=O)N([C@@H](C)CO)C[C@@H]2C)cc1 | -1 |
| Cc1ccc2[nH]c(=O)c(C3=NN(C(=O)CCC(=O)O)C(c4ccccc4)C3)c(-c3ccccc3)c2c1 (centres undefined) | 27 |
| COc1cc(C(=O)Nc2cc(-c3nc4ncccc4o3)ccc2C)ccc1OCc1ccc(Cl)cc1 | -7 |
| CC(=O)Nc1ccccc1NC(=O)COc1cc(C)c(Br)c(C)c1 | -17 |
| COc1ccc(S(=O)(=O)N(C)C[C@H]2Oc3ccc(NC(=O)Nc4ccc(C(F)(F)F)cc4)cc3CC(=O)N([C@@H](C)CO)C[C@@H]2C)cc1 | 6 |
| COC(=O)C(CC#Cc1ccc2c(c1)[C@]1(C(=O)N2)[C@H](C(=O)N2CCCCCCC2)[C@H]2C(=O)O[C@H](c3ccccc3)[C@H](c3ccccc3)N2[C@@H]1c1ccc(O)cc1)C(=O)OC | -3 |
| Cc1nc2cc(NC(=O)c3ccc(N4C(=O)CCC4=O)cc3)ccc2s1 | 1 |
| O=C(O)CCN1C(=O)c2ccc(NC(=O)c3cccs3)cc2C1=O | -9 |
| Cc1ccc(S(=O)(=O)NCC(=O)Nc2ccc(I)cc2)cc1 | -8 |
| Cc1ccc(S(=O)(=O)Nc2ccc3c(c2)C(=O)N([C@H](C)CO)C[C@H](C)[C@H](CN(C)Cc2ccc(C(F)(F)F)cc2)OCCCC[C@@H](C)O3)cc1 | 26 |
| Cc1noc(C)c1S(=O)(=O)Nc1cccc2c1O[C@@H](CN(C)Cc1ccc(Cl)c(Cl)c1)[C@@H](C)CN([C@H](C)CO)C2=O | -4 |
| Cc1nc2c(o1)N(c1ccccc1)C(N)=C(C#N)C2c1c(Cl)nn(-c2ccccc2)c1C (centres undefined) | 52 |

Random excerpt: four entries already listed.
| structure | ROS inducer |
| --- | --- |
| COc1ccc(NC(=O)Nc2cccc3c2O[C@@H](CN(C)C(=O)NC2CCCCC2)[C@H](C)CN([C@H](C)CO)C3=O)cc1 | -6 |
| CC(=O)Nc1ccc(NC(=O)CN(c2cc(C(F)(F)F)ccc2Cl)S(C)(=O)=O)cc1 | -6 |
| Cc1ccc(S(=O)(=O)NCC(=O)Nc2ccc(I)cc2)cc1 | -8 |
| COC(=O)C(CC#Cc1ccc2c(c1)[C@]1(C(=O)N2)[C@H](C(=O)N2CCCCCCC2)[C@H]2C(=O)O[C@H](c3ccccc3)[C@H](c3ccccc3)N2[C@@H]1c1ccc(O)cc1)C(=O)OC | -3 |

Next part:
| structure | ROS inducer |
| --- | --- |
| CC(=O)N(c1ccc2oc3c(c2c1)CCCC3)S(=O)(=O)c1cccc2cccnc12 | -6 |
| O=C(NO)c1cccc(C(=O)N/N=C/c2cc(O)ccc2O)c1 | 107* |
| O=C(NC(Cc1cc(=O)[nH]c2ccccc12)C(=O)O)c1ccc(Cl)cc1 (centres undefined) | -8 |
| C[C@H](CO)N1C[C@H](C)[C@H](CN(C)C)Oc2ccc(N(C)C)cc2C1=O | 24 |
| COC(=O)c1ccc(Oc2nc(Nc3ccccc3F)nc(N3CCCCC3C)n2)cc1 (centres undefined) | 10 |
| COc1ccc(S(=O)(=O)N(C)C[C@H]2Oc3ccc(NS(=O)(=O)c4ccccc4)cc3CC(=O)N([C@H](C)CO)C[C@H]2C)cc1 | 48 |
| COc1ccc(NC(=O)Nc2cccc3c2O[C@@H](CN(C)C(=O)Nc2ccc(C(F)(F)F)cc2)[C@@H](C)CN([C@@H](C)CO)C3=O)cc1 | 1 |
| O=C(Nc1ccc(S(=O)(=O)Nc2ncccn2)cc1)c1ccc(-c2ccccc2)cc1 | 4 |
| COc1ccc(NC(=O)N(C)C[C@H]2Oc3c(NS(=O)(=O)c4cccs4)cccc3C(=O)N([C@@H](C)CO)C[C@H]2C)cc1 | -11 |
| C[C@@H]1CN([C@H](C)CO)C(=O)c2cccc(NC(=O)c3ccc(-c4nccs4)cc3)c2O[C@H]1CN(C)C(=O)Nc1ccccc1 | -8 |
| COc1ccc(-c2nn(-c3ccccc3)cc2/C=N/O)cc1 | -6 |
| Cn1nc(CC(=O)Nc2nc(-c3ccccc3)cs2)c2ccccc2c1=O | 3 |
| C[C@@H]1CCCCO[C@@H](CN(C)S(=O)(=O)c2ccc(Cl)cc2)[C@@H](C)CN([C@H](C)CO)C(=O)c2cc(NC(=O)NC3CCCCC3)ccc2O1 | 32 |
| C[C@@H]1CN([C@@H](C)CO)C(=O)c2cc(NC(=O)CCCN(C)C)ccc2O[C@@H]1CN(C)C(=O)Nc1ccc2c(c1)OCO2 | -1 |
| C[C@H](CO)N1C[C@H](C)[C@@H](CN(C)Cc2ccc(-c3ccccc3)cc2)Oc2ccc(NS(=O)(=O)c3ccc(Cl)cc3)cc2C1=O | 9 |
| COC(=O)C1=COC(O[C@@H]2O[C@H](CO)[C@@H](OC(=O)/C=C/c3ccc(O)cc3)[C@H](O)[C@H]2O)[C@H]2[C@@H]1[C@H](O)C[C@]2(C)OC(C)=O (some centres undefined) | 2 |
| Cc1cc(C)c(C#N)c(SCc2cc(=O)[nH][nH]2)n1 | -2 |
| Cc1noc(C)c1NC(=O)N(C)C[C@H]1Oc2ccc(NC(=O)Cn3cnnn3)cc2C(=O)N([C@H](C)CO)C[C@@H]1C | -3 |
| O=C1C(Nc2ccccc2)=CC(=O)c2ncccc21 | ? |
| CCOC(=O)N1CCC(n2c(SCC(=O)c3ccccc3)nc3ccccc3c2=O)CC1 | -5 |
| COc1ccc(S(=O)(=O)Nc2ccc3c(c2)CC(=O)N([C@H](C)CO)C[C@H](C)[C@H](CN(C)C(=O)Nc2ccc(F)cc2)O3)cc1 | 1 |
| COc1ccc(Br)cc1/C=C/C(=O)NCC(=O)O | -18 |
| C[C@H]1CN([C@@H](C)CO)C(=O)Cc2cc(NC(=O)CCN3CCOCC3)ccc2O[C@@H]1CN(C)S(=O)(=O)c1ccccc1 | -16 |
| Fc1cccc(NC(=S)NCc2ccc3c(c2)OCO3)c1 | -2 |
| CC(C)Cn1c(CN(Cc2ccccc2)Cc2ccccc2)nc2c1c(=O)[nH]c(=O)n2C | -10 |
| Cc1ccc(S(=O)(=O)Nc2ccc3c(c2)CC(=O)N([C@H](C)CO)C[C@@H](C)[C@H](CN(C)Cc2ccc(C(=O)O)cc2)O3)cc1 | -1 |
| COc1ccc(-n2cc(-c3ccccc3)nc2SCC(=O)c2ccccc2)cc1 | 2 |
| NC(=Nc1cc(Cl)cc(Cl)c1)N1CCN(Cc2ccccc2)CC1 | -7 |
| CC(=O)Nc1ccc(N=Cc2cccc3ccccc23)cc1 | -2 |
| Cc1ccc(S(=O)(=O)Nc2ccc3c(c2)CC(=O)N([C@@H](C)CO)C[C@H](C)[C@@H](CN(C)Cc2ccc(C(F)(F)F)cc2)O3)cc1 | 45 |
| COc1ccc(S(=O)(=O)Nc2cccc3c2O[C@@H](CN(C)Cc2ccc(C(=O)O)cc2)[C@@H](C)CN([C@H](C)CO)C3=O)cc1 | -11 |
| Cc1noc(C)c1NC(=O)Nc1ccc2c(c1)CC(=O)N([C@@H](C)CO)C[C@H](C)[C@@H](CN(C)CC1CCCCC1)O2 | -8 |
| C[C@H]1CN([C@@H](C)CO)C(=O)c2cc(NC(=O)C3CC3)ccc2O[C@H]1CN(C)Cc1ccc(-c2ccccc2)cc1 | -11 |
| C[C@@H]1CN([C@H](C)CO)C(=O)Cc2cc(NC(=O)Nc3ccccc3)ccc2O[C@@H]1CN(C)S(=O)(=O)c1cn(C)cn1 | 3 |
| C[C@@H]1CN([C@H](C)CO)C(=O)Cc2cc(NC(=O)Cc3ccccc3)ccc2O[C@H]1CN(C)Cc1ccccc1 | 27 |
| CC(=O)Nc1ccc2c(c1)C1C=CCC1C(c1cccc(Cl)c1Cl)N2 (centres undefined) | 6 |
| CC(C)NC(=O)Nc1ccc2c(c1)C(=O)N([C@H](C)CO)C[C@H](C)[C@H](CN(C)S(=O)(=O)c1cccs1)O2 | -9 |
| C[C@@H]1CN([C@@H](C)CO)C(=O)c2cc(NS(=O)(=O)c3cn(C)cn3)ccc2O[C@@H]1CN(C)C(=O)Nc1ccc(C(F)(F)F)cc1 | -11 |
| O=C(O)[C@@]1(CCS(=O)(=O)c2ccccc2)COC(c2ccc(OCCCO)cc2)=N1 | 5 |
| CC(C)(C)NC(=O)CSc1nc2ccccc2nc1SCC(=O)NC(C)(C)C | -4 |
| Cc1ccc(S(=O)(=O)Nc2ccc3c(c2)C(=O)N([C@H](C)CO)C[C@H](C)[C@H](CN(C)C(=O)Nc2ccc(F)cc2)O3)cc1 | -10 |
| O=C(CC1c2ccccc2Oc2ccccc21)Nc1ccc(Cc2ccncc2)cc1 | 40 |
| C[C@@H]1CN([C@H](C)CO)C(=O)Cc2cc(NC(=O)C3CC3)ccc2O[C@@H]1CN(C)Cc1ccc(Cl)c(Cl)c1 | 164* |
| Cc1noc(C)c1S(=O)(=O)N(C)C[C@H]1Oc2ccc(N(C)C)cc2CC(=O)N([C@H](C)CO)C[C@H]1C | 3 |
| Cc1c(Br)c([N+](=O)[O-])nn1C(C)C(=O)Nc1ccccc1C(F)(F)F (centres undefined) | -10 |
| O=c1[nH]c(-c2ccccc2)nnc1/C=C(\O)c1cccs1 | 11 |
| C[C@H](CO)N1C[C@H](C)[C@H](CN(C)Cc2ccc(Oc3ccccc3)cc2)Oc2ccc(NC(=O)C3CC3)cc2CC1=O | 13 |
| N#Cc1cc2c(OCC(O)CN3CCN(C(c4ccccc4)c4ccccc4)CC3)cccc2[nH]1 (centres undefined) | 57 |
| COC(=O)CCCCCCC(=O)N/N=C/C=C/c1ccccc1 | 20 |
| CCOc1ccc2nc(SCC(=O)Nc3cccc(C)c3C)sc2c1 | -5 |
| C=C[C@@]1(C)CCC2C(=CCC3[C@]2(C)CCC[C@@]3(C)C(=O)O)C1 (some centres undefined) | 2 |
| C[C@@H]1CN([C@H](C)CO)C(=O)Cc2cc(NC(=O)Nc3cccc4ccccc34)ccc2O[C@@H]1CN(C)CC1CCCCC1 | 32 |
| COc1ccc(C(=O)N(CCCCN2C(=O)c3ccccc3C2=O)c2ccc(C)cc2)cc1 | 20 |
| C[C@H]1CN([C@@H](C)CO)C(=O)Cc2cc(NC(=O)C3CC3)ccc2O[C@@H]1CN(C)CC1CCCCC1 | -2 |
| CC1CCC2(C(=O)O)CCC3(C)C(=CCC4C5(C)C[C@@H](O)[C@@H](O)C(C)(CO)C5CCC43C)C2C1(C)O (some centres undefined) | -4 |
| O=C(CSc1ncnc2sc(-c3ccccc3)cc12)Nc1ccccc1C(F)(F)F | -6 |
| CCOC(=O)c1c(NC(=O)c2nc3ncccn3n2)sc2c1CCC(C)C2 (centres undefined) | -6 |
| O=CNc1ncc(-c2nc3ccccc3[nH]2)s1 | -4 |
| O=C(CCCCCCC(=O)Nc1ccccc1O)N/N=C/C=C/c1ccccc1 | 3 |
| CN1CCN(NC(=O)CN2C(=O)S/C(=C/c3ccc(Cl)cc3)C2=O)CC1 | 4 |

3 of the compounds above, field by field.
Cc1ccc2[nH]c(=O)c(C3=NN(C(=O)CCC(=O)O)C(c4ccccc4)C3)c(-c3ccccc3)c2c1 (centres undefined)
- ROS inducer: 27
Cc1c(Br)c([N+](=O)[O-])nn1C(C)C(=O)Nc1ccccc1C(F)(F)F (centres undefined)
- ROS inducer: -10
CCOc1ccc2nc(SCC(=O)Nc3cccc(C)c3C)sc2c1
- ROS inducer: -5

The listing continues.
| structure | ROS inducer |
| --- | --- |
| C[C@@H]1CCCCO[C@@H](CN(C)Cc2ccc(C(F)(F)F)cc2)[C@@H](C)CN([C@H](C)CO)C(=O)c2cc(NC(=O)c3ccncc3)ccc2O1 | 98* |
| C[C@H]1CN([C@@H](C)CO)C(=O)c2cccc(NS(=O)(=O)c3cccs3)c2O[C@@H]1CN(C)C(=O)Nc1ccc2c(c1)OCO2 | -6 |
| COc1ccc(NC(=O)NC2c3ccccc3Oc3ccccc32)cc1OC | -3 |
| Nc1ncnc2c1ncn2C1CCCO1 (centres undefined) | -6 |
| C[C@]12CCC3c4ccc(O)cc4CC[C@H]3C1CC[C@H]2O (some centres undefined) | -5 |
| C[C@H]1CN([C@@H](C)CO)C(=O)Cc2cc(NS(=O)(=O)c3ccc(F)cc3)ccc2O[C@H]1CN(C)Cc1ccc(Oc2ccccc2)cc1 | 18 |
| COc1ccc(S(=O)(=O)Nc2ccc3c(c2)C(=O)N([C@@H](C)CO)C[C@H](C)[C@@H](CN(C)S(=O)(=O)c2ccccc2)O3)cc1 | -3 |
| COC(=O)C1=CO[C@@H](O[C@@H]2O[C@H](CO)[C@@H](O)[C@H](O)[C@H]2O)[C@H]2[C@]1(O)[C@H](O)C[C@]2(C)O | -9 |
| C[C@H]1CN([C@@H](C)CO)C(=O)c2cc(NC(=O)Cc3ccccc3)ccc2O[C@@H]1CN(C)Cc1ccccc1 | 24 |
| CNC[C@@H]1Oc2c(NS(=O)(=O)c3cn(C)cn3)cccc2C(=O)N([C@@H](C)CO)C[C@H]1C | -3 |
| C[C@H]1CN([C@@H](C)CO)C(=O)c2cccc(NS(=O)(=O)c3cccs3)c2O[C@H]1CN(C)C(=O)NC1CCCCC1 | 2 |
| C[C@@H]1CN([C@@H](C)CO)C(=O)c2cc(NS(C)(=O)=O)ccc2O[C@@H]1CN(C)C(=O)Nc1cccc2ccccc12 | -21 |

Screens (PubChem BioAssay)
